# C diff growth – C. difficile growth inhibitors, primary screen, HTS | AID 1259249, 2017 | Clostridium difficile clinical isolate growth, OD600, 24 h; stronger effect = lower value | growth activity, negative = inhibition, % at 16 µg/mL (by protocol) | hit rate 0.25% among 86,000;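 active = mean growth activity at or below -80% and every replicate also at or below -80%; inconclusive = mean at or below -80% but some replicate above -80%; inactive = mean growth activity above -80%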;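 note: 0% = DMSO wells and -100% = levofloxacin 16 µg/mL wells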
# T cruzi growth – T. cruzi intracellular proliferation inhibitors, primary screen, cell-based, beta-gal Tulahuen parasites, NIH3T3 host, luminescence. hit rate 5.9% among 77,000. inhibition, % at 8.34 µM. T. cruzi beta-gal in NIH3T3, GalScreen luminescence, 90 h;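 active = mean inhibition above about 93%, with at least 55% of replicates each passing it, limit read from the data, passing the limit was not always enough; inconclusive = only one of those two conditions holds; inactive = neither condition holds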
# Pf Dd2 inh – P. falciparum Dd2 growth inhibitors, primary screen, SYBR Green fluorescence, single dose replicates; hit rate 2.3% among 94,000; activity change, % at 10 µM; 72 h; stronger effect = lower value; AID 1159554, 2015; in the data active = activity change below about -80%; inconclusive = no clear call, values can overlap the other calls
# KDM4C inh – inhibitors of GASC-1 (KDM4C) histone demethylase, primary screen, biochemical, single concentration HTS; Lysine-specific demethylase 4C (Homo sapiens), Q9H3R0; GST-KDM4C 2-372, H3K9me3 peptide, LANCE TR-FRET; inhibition, % at 12.5 µM; hit rate 0.15% among 96,000; AID 720574, 2013;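 active = mean replicate inhibition above about 25%, with at least 55% of replicates also reaching it, limit read from the data, passing the limit was not always enough; inconclusive = only one of those two conditions met; inactive = neither condition met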
# Target sequence (Q9H3R0 2-372 limits assumed): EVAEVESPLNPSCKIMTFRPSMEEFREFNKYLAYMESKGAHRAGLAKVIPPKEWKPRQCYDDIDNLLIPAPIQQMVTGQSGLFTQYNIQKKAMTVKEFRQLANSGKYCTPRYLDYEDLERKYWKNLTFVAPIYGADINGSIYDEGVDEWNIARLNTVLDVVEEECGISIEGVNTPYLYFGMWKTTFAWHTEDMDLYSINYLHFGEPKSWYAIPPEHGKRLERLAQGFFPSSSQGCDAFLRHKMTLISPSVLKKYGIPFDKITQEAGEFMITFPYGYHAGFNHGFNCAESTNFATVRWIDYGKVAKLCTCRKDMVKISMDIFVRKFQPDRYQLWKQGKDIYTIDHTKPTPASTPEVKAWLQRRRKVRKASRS
#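 System: N-terminal GST-fused human GASC-1 (KDM4C) fragment, residues 2-372; amount: enzyme final amount 10 nM; incubation: reaction 30 min RT, detection step 1 h RT; medium: HEPES buffer, pH 7.5, plus ascorbate; technique: LANCE TR-FRET, Eu antibody, ULight-streptavidin, EDTA, ex 340 nm, em 618/671 nm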
# Numbers without * were called inactive; u = inconclusive; x = no result given; & = joins results of further samples. This is a random part of the collection; overall some 7.2% were active at least once.
cpd	SMILES	C diff growth	T cruzi growth	Pf Dd2 inh	KDM4C inh
1	C[C@H]1CN([C@@H](C)CO)S(=O)(=O)c2ccc(C#CCN(C)C)cc2O[C@@H]1CN(C)S(=O)(=O)c1cccc(F)c1	5	x	-45	3.5
2	COc1ccc(-c2ccc([C@H]3[C@H](CO)N4C(=O)CNC[C@@H]34)cc2)cc1	-4	x	-7	1.1
3	COc1ccc2c3c([nH]c2c1)[C@@H](CO)N(S(C)(=O)=O)CC31CCN(C(=O)c2ccncc2)CC1	-3	x	3	0.0
4	C[C@H](CO)N1C[C@H](C)[C@@H](CN(C)Cc2ccc(C(=O)O)cc2)Oc2ccc(N(C)C)cc2CC1=O	1	17	3	0.8
5	O=C(CCN1CCCCC1)N[C@H]1CC[C@H](CCn2cc(-c3ccc(F)cc3)nn2)O[C@@H]1CO	4	-36	-8	-2.3
6	CCC(=O)N1[C@@H]2CN(S(=O)(=O)c3ccccc3)c3ccccc3[C@@H]2[C@@H]1CO	-5	29	7	-2.7
7	COc1ccc(C#Cc2ccc3c(c2)O[C@@H](CN(C)C(=O)NC2CCCCC2)[C@@H](C)CN([C@@H](C)CO)S3(=O)=O)cc1	-13	u	-77	-4.5
8	COCC(=O)N1CC[C@H]2[C@H](CO)Nc3ccc(-c4ccc(C#N)cc4)cc3[C@H]21	-3	74	-22	-3.7
9	COc1ccc(NC(=O)Nc2cccc3c2O[C@H](CN(C)C(=O)NC(C)C)[C@H](C)CN([C@@H](C)CO)C3=O)cc1	-1	35	-2	-2.6
10	C[C@@H]1CN([C@H](C)CO)C(=O)c2cccc(NC(=O)c3ccncc3)c2O[C@H]1CN(C)S(=O)(=O)c1ccc(Cl)cc1	-2	-4	19	x
11	COc1ccc2c3c([nH]c2c1)[C@H](CO)N(Cc1ccccc1F)CC31CN(C(=O)C2CCC2)C1	-1	x	-93*	23
12	COCCNC(=O)C[C@@H]1C[C@@H]2c3cc(NC(=O)c4cccnc4)ccc3O[C@@H]2[C@H](CO)O1	0	2	26	-0.6
13	CN1c2ccc(-c3cccc(F)c3)cc2[C@@H]2[C@@H](CCN2C(=O)c2ccncc2)[C@H]1CO	0	91	13	1.9
14	OC[C@H]1Nc2ccc(C#Cc3ccc(F)cc3)cc2[C@@H]2[C@H]1CCN2Cc1ccc2c(c1)OCO2	3	u	-30	0.6
15	COc1ccc(CN2C[C@H](O)COC[C@H]3O[C@@H](CC(=O)N(C)C)CC[C@@H]32)cc1	0&-3	19	3	-2.6
16	C[C@@H]1CCCCO[C@@H](CN(C)C(=O)c2ccccc2)[C@H](C)CN([C@H](C)CO)C(=O)c2cc(NS(C)(=O)=O)ccc2O1	-3	-21	20	-1.6
17	C[C@@H]1CN([C@@H](C)CO)C(=O)c2cccc(NS(=O)(=O)c3cccs3)c2O[C@H]1CN(C)S(=O)(=O)c1ccc(Cl)cc1	-1	-8	-4	2.1
18	CO[C@H]1CN(C)C(=O)c2cc(NC(=O)C3CC3)ccc2OC[C@@H](C)N(C(=O)Cc2ccccn2)C[C@H]1C	3	28	-5	1.1
19	C[C@@H]1CN([C@@H](C)CO)C(=O)c2cc(NC(=O)CCCCCC(=O)Nc3ccccc3N)ccc2O[C@H]1CN(C)Cc1ccncc1	1	x	27	-0.3
20	CO[C@H](CN(C)C(=O)Nc1ccc(C(F)(F)F)cc1)[C@@H](C)CN(Cc1ccccc1Cl)[C@H](C)CO	x	98*	-45	1.2
21	Cc1noc(C)c1S(=O)(=O)Nc1ccc2c(c1)CC(=O)N([C@@H](C)CO)C[C@H](C)[C@H](CN(C)C)O2	3	12	24	1.1
22	CC(=O)N[C@H]1C=C[C@H](CC(=O)NCc2ccc(Cl)cc2)O[C@H]1CO	3	24	-29	-0.3
23	CNC[C@@H]1Oc2c(NC(=O)C3CCOCC3)cccc2C(=O)N([C@@H](C)CO)C[C@@H]1C	0	29	19	1.1
24	COCC#Cc1cnc2c(c1)C(=O)N([C@@H](C)CO)C[C@@H](C)[C@@H](CN(C)Cc1ccccc1F)O2	0	-11	5	-0.9
25	C[C@@H]1CN([C@H](C)CO)C(=O)Cc2cc(NS(=O)(=O)c3cn(C)cn3)ccc2O[C@@H]1CN(C)S(=O)(=O)c1ccc(Cl)cc1	0	-5	15	-1.9
26	COc1ccc(NC(=O)Nc2ccc3c(c2)CC(=O)N([C@@H](C)CO)C[C@H](C)[C@@H](CN(C)S(=O)(=O)c2ccc(F)cc2)O3)cc1	-9	12	6	-0.4
27	C[C@@H]1CCCCO[C@@H](CN(C)Cc2ccccc2)[C@@H](C)CN([C@H](C)CO)C(=O)c2cc(NC(=O)NC3CCCCC3)ccc2O1	4	11	11	-0.5
28	C[C@H](CO)N1C[C@H](C)[C@H](CN(C)C)Oc2cc(C#Cc3cccc(F)c3)ccc2S1(=O)=O	7	-42	-56	1.0
29	C/C=C/c1ccc([C@H]2[C@@H](CNC(=O)CC)N(C(=O)CC)[C@H]2CO)cc1	-4	27	0	-2.0
30	CCC(=O)N(C)C[C@H]1Oc2cc(C#CC(C)C)ccc2S(=O)(=O)N([C@H](C)CO)C[C@H]1C	-3	41	-2	-0.8

# Only T cruzi growth, Pf Dd2 inh and C diff growth (2 entries from above):
nr | mol | T cruzi growth | Pf Dd2 inh | C diff growth
21 | Cc1noc(C)c1S(=O)(=O)Nc1ccc2c(c1)CC(=O)N([C@@H](C)CO)C[C@H](C)[C@H](CN(C)C)O2 | 12 | 24 | 3
26 | COc1ccc(NC(=O)Nc2ccc3c(c2)CC(=O)N([C@@H](C)CO)C[C@H](C)[C@@H](CN(C)S(=O)(=O)c2ccc(F)cc2)O3)cc1 | 12 | 6 | -9

# Reformatted field by field: part of the list above
7) COc1ccc(C#Cc2ccc3c(c2)O[C@@H](CN(C)C(=O)NC2CCCCC2)[C@@H](C)CN([C@@H](C)CO)S3(=O)=O)cc1
  C diff growth = -13 | T cruzi growth = u | Pf Dd2 inh = -77 | KDM4C inh = -4.5

8) COCC(=O)N1CC[C@H]2[C@H](CO)Nc3ccc(-c4ccc(C#N)cc4)cc3[C@H]21
  C diff growth = -3 | T cruzi growth = 74 | Pf Dd2 inh = -22 | KDM4C inh = -3.7

# Further entries
cpd	SMILES	C diff growth	T cruzi growth	Pf Dd2 inh	KDM4C inh
31	C[C@@H]1CN([C@@H](C)CO)C(=O)c2cc(NC(=O)Cc3ccccc3)ccc2O[C@@H]1CN(C)S(=O)(=O)c1cn(C)cn1	x	71	30	-0.6
32	O=C(NCC[C@H]1CC[C@H](NS(=O)(=O)c2ccc(F)cc2)[C@@H](CO)O1)c1ccccc1F	3	x	-17	0.2
33	CO[C@H](CN(C)C(=O)c1ccc2c(c1)OCO2)[C@H](C)CN([C@H](C)CO)S(=O)(=O)c1ccc(C)cc1	x	19	7	15
34	COc1ccc2c3c(n(C)c2c1)[C@H](CO)N(C(C)=O)CC31CCN(C(=O)NC(C)C)CC1	-8	x	26	-1.4
35	C[C@@H]1CN([C@H](C)CO)C(=O)c2cccc(NS(=O)(=O)c3ccc(Cl)cc3)c2O[C@H]1CN(C)Cc1ccc(-c2ccccc2)cc1	17	79	-24	-1.7
36	CNC[C@@H]1Oc2ncc(C#Cc3cccc(OC)c3)cc2C(=O)N([C@@H](C)CO)C[C@@H]1C	4	32	-28	-3.1
37	C[C@@H]1CN([C@@H](C)CO)C(=O)c2cc(C#CC3(O)CCCC3)cnc2O[C@@H]1CN(C)S(=O)(=O)c1ccc(F)cc1	-5	15	10	-0.2
38	CCNC(=O)[C@@H]1[C@@H](CO)[C@@H]2Cn3c(cccc3=O)[C@@H]2N1C(=O)CC1CC1	-3	8	9	13
39	C[C@H](CO)N1C[C@H](C)[C@H](CN(C)Cc2ccc(-c3ccccc3)cc2)Oc2ccc(NS(=O)(=O)c3ccc(F)cc3)cc2CC1=O	x	30	-28	0.0
40	C[C@H](NC(=O)C[C@@H]1CC[C@H]2[C@@H](COC[C@H](O)CN2C(=O)Nc2cccc(Cl)c2)O1)c1ccccc1	45&21	26	16	3.0
41	C[C@@H]1CCCCO[C@H](CN(C)C(=O)Nc2ccc(F)cc2)[C@@H](C)CN([C@@H](C)CO)C(=O)c2cc(NC(=O)CCC(F)(F)F)ccc2O1	x	63	-42	-0.8
42	Cc1ccccc1-c1ccc2c(c1)O[C@@H](CN(C)C(=O)C1CC1)[C@H](C)CN([C@@H](C)CO)S2(=O)=O	3	x	-28	-1.5
43	OC[C@H]1[C@@H](c2ccc(/C=C/c3ccccc3)cc2)[C@@H]2CN(Cc3ccncc3)CCCCN12	15	95	-80	1.4
44	COC(=O)C[C@@H]1C[C@H]2c3cc(NC(=O)Cc4ccncc4)ccc3O[C@H]2[C@H](CO)O1	-1	-23	7	0.6
45	COc1ccc(S(=O)(=O)N[C@@H]2CC[C@@H](CC(=O)NCCc3ccncc3)O[C@H]2CO)cc1	1	65	-8	-1.5
46	CCNC(=O)[C@@H]1[C@@H](CO)[C@@H]2Cn3c(cccc3=O)[C@H]1N2Cc1cc(F)ccc1F	-5	x	-4	-1.1
47	C[C@@H]1CN([C@@H](C)CO)C(=O)c2cccc(NC(=O)c3ccncc3)c2O[C@@H]1CN(C)C(=O)Nc1ccc(F)cc1	-5	27	-42	-0.8
48	Cc1ccc(S(=O)(=O)N(C)C[C@H]2Oc3ccc(NC(=O)CCCN(C)C)cc3C(=O)N([C@@H](C)CO)C[C@@H]2C)cc1	4	3	24	-1.3
49	CCCC#Cc1ccc([C@H]2[C@H]3CN(Cc4ccncc4)CCCCN3[C@H]2CO)cc1	-1	95*	-25	-0.7
50	Cc1ccccc1-c1ccc([C@H]2[C@@H](CO)N3CCCCN(C(=O)Nc4cccc(F)c4)C[C@H]23)cc1	-98*	-28	-38	x
51	OC[C@@H]1[C@@H](c2ccc(-c3cccnc3)cc2)[C@@H]2CN(Cc3ccccn3)CCCCN12	-7	67	-42	0.4
52	CC(C)C#Cc1cnc2c(c1)C(=O)N([C@H](C)CO)C[C@@H](C)[C@@H](CN(C)C(=O)CC1CC1)O2	-4	8	9	x
53	C[C@@H]1CCCCO[C@H](CN(C)S(=O)(=O)c2ccccc2)[C@@H](C)CN([C@H](C)CO)C(=O)c2cc(NC(=O)NC3CCCCC3)ccc2O1	2	-72	0	-0.2
54	O=C(C1CCOCC1)N1C[C@@H]2[C@H](c3ccccc31)[C@H](CO)N2C(=O)Nc1cccc(F)c1	9	2	-3	-2.1
55	COc1ccc(NC(=O)N(C)C[C@H]2Oc3ccc(NS(=O)(=O)c4cccs4)cc3C(=O)N([C@H](C)CO)C[C@@H]2C)cc1	x	79	9	0.6
56	Cc1noc(C)c1S(=O)(=O)N(C)C[C@H]1OCCCC[C@@H](C)Oc2ccc(NS(=O)(=O)c3ccc(Cl)cc3)cc2C(=O)N([C@@H](C)CO)C[C@@H]1C	-4	100*	-77	0.6
57	C/C=C/c1ccc2c(c1)[C@H]1[C@H](CCN1S(=O)(=O)c1cccc(F)c1)[C@@H](CO)N2	-4	x	-93*	-1.1
58	CC=Cc1ccc2n(c1=O)C[C@@H]1[C@@H](CO)[C@H](C(=O)NCCC)[C@H]2N1C(=O)c1ccccc1 (mixture of isomers)	-1	-15	10	-0.2
59	C[C@@H]1CN([C@@H](C)CO)C(=O)c2cc(C#CCN(C)C)cnc2O[C@H]1CN(C)Cc1ccccc1	2	-50	-19	x
60	O=C(C[C@@H]1C=C[C@H](NS(=O)(=O)c2ccc(F)cc2)[C@H](CO)O1)NCCN1CCCCC1	-2	27	-4	-0.7
61	CO[C@@H]1CN(C)C(=O)c2cc(NC(=O)Nc3cccc(F)c3)ccc2OC[C@H](C)NC[C@H]1C	x	-16	-18	-1.4
62	C[C@H]1CN([C@@H](C)CO)C(=O)c2cc(-c3cccc(C(=O)N(C)C)c3)cnc2O[C@H]1CN(C)S(=O)(=O)c1ccccc1	0	x	-53	-0.6
63	C[C@@H]1CN([C@H](C)CO)C(=O)c2cc(NC(=O)c3ccncc3)ccc2O[C@@H](C)CCCCO[C@H]1CN(C)Cc1ccc(C(F)(F)F)cc1	10	87	-75	-1.6
64	O=C(N[C@H]1CC[C@H](CCn2cc(C3CCCC3)nn2)O[C@H]1CO)c1cccnc1	-5	x	-4	x
65	COCC(=O)N1C[C@@H](C)[C@@H](OC)CN(C)C(=O)c2cc(NC(=O)NC(C)C)ccc2OC[C@H]1C	x	37	9	1.2
66	CCC(=O)Nc1ccc2c(c1)C(=O)N(C)C[C@H](OC)[C@H](C)CN(C(=O)C1CCC1)[C@H](C)CO2	3	-14	6	0.1
67	C[C@@H]1CN([C@@H](C)CO)C(=O)c2cc(NC(=O)c3ccccc3)ccc2O[C@@H](C)CCCCO[C@@H]1CN(C)S(=O)(=O)c1ccc(Cl)cc1	14	82	-86*	12
68	CCC(=O)N1C[C@H](C)[C@@H](OC)CN(C)C(=O)c2ccc(NC(=O)Nc3ccccc3)cc2OC[C@@H]1C	-8	-20	-24	0.5
